Menin-MLL TR inh – displaces Texas Red mutant MLL peptide from human menin; Menin + Texas Red MLL mutant peptide, fluorescence polarization; Potency, µM (highest dose often 61.6 µM), for inactives: at the highest dose FP activity change, negative = inhibition, usual class: inhibitors; 270,000 tested, 0.23% active; AID 1768; active = well fitted inhibition curve with a large enough effect in the polarisation, with a control signal flat, not every such curve was filed as active; inconclusive = small, poorly fitted or top-dose-only effect, or effect the other way, or a change in a side signal; inactive = no such curve, though single readings can be large or run the other way; the % refers to the polarisation; note: potency is the fitted concentration of half-maximal effect; % of control where 0% means no effect; many of its hits are not listed in these tables
Rab9 prom act – Rab9 promoter activation; AID 485297; Huh7 Rab9 promoter-luciferase reporter, luminescence, 24 h; 320,000 tested, 2.8% active; Potency, µM (top dose mostly 9.22 µM), for the others: at the top dose activation, negative = inhibition, hits mostly activators; note: potency is the fitted concentration of half-maximal effect; % of control where 0% means no effect; nearly all actives have a fitted effect of over 60% in size
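Stable Rab9-luc Huh7, 1500 cells/well, 2 h settle; cmpd in DMSO, 24 h, 37 °C/5% CO2; luciferase reagent 10 min RT; luminescence.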
Gal4-VP16 FLuc – counter-screen for ROR gamma inhibitors: Gal4-VP16 reporter. 310,000 tested, 3.5% active. Drosophila S2 Gal4-VP16 UAS-luciferase, luminescence, 20 h. Potency, µM (top dose mostly 53.6 µM), for inactives: top-dose activity, negative = inhibition, hits mostly inhibitors. AID 2546;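 note: Gal4-VP16 expression switched on by copper sulfate through the metallothionein promoter; potency is the fitted concentration of half-maximal effect; % is set by controls: 0 for no effect and ±100 for the full control effect; nearly all actives have a fitted effect of over 50% in size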
ELG1 DNA repair – blocks ELG1-dependent DNA repair in HEK293T cells. HEK293T ELG1-luciferase reporter, luminescence, 16 h; DNA damage induced by 5-fluorouridine. 330,000 tested, 2.3% active. AID 504467. Potency, µM (highest dose often 46.1 µM), inactives show at the top dose activity change, negative = inhibition, hits mostly inhibitors; note: potency is the fitted concentration of half-maximal effect; % is set by controls: 0 for no effect and ±100 for the full control effect; nearly all actives have a fitted effect of over 55% in size
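5-Fluorouridine DNA damage + compound/DMSO, 2,000 cells/well, 16 h, 37 °C/5% CO2. ONE-Glo, 30 min RT, luminescence. Readout = decrease in reporter signal.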
KCNH2 3.1 inh – KCNH2 3.1 (human) potassium channel inhibition | U2OS KCNH2 3.1, thallium flux FluxOr; hits give low values | activity change, % (tested at about 1.8 µM) | 340,000 tested, 0.95% active;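 active = maximum activity change below -70%; inconclusive = maximum activity change from -70% to -50%; inactive = maximum activity change above -50%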;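 note: thallium influx rate constant from kinetic fluorescence after stimulation buffer; % is set by controls: 0 for no effect and ±100 for the full control effect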
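Kinetic fluorescence (2 min after stimulation buffer) measures Tl+ influx through KCNH2 3.1 expressed by viral transduction in U2OS cells; the rate constant is normalized against DMSO controls serving as positive and negative references.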
RORg inh – inhibitors of mouse ROR gamma transcriptional activity; P51450; Drosophila S2 Gal4-RORgamma UAS-luciferase reporter, 20 h; Potency, µM (top dose mostly 53.6 µM), inactives show at the top dose activity change, negative = inhibition, hits mostly inhibitors; 310,000 tested, 5.4% active; AID 2551; note: potency is the fitted concentration of half-maximal effect; % is set by controls: 0 for no effect and ±100 for the full control effect; nearly all actives have a fitted effect of over 60% in size
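Drosophila S2 cells stably expressing Gal4-DBD/mouse RORγ fusion under metallothionein promoter plus UAS-luciferase; compound 1 h, then 700 uM CuSO4 induction for 20 h at ambient temperature; inhibition read as reduced luminescence.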
MBNL1 CUG block – MBNL1-poly(CUG) RNA binding inhibition; TR-FRET MBNL1-His/biotin-(CUG)12 binding, 665/545 ratio; Potency, µM (top dose mostly 57.5 µM), for inactives: top-dose activity change, negative = inhibition, actives largely listed as inhibitors; Q9NR56; 280,000 tested, 0.036% active; active = well fitted inhibition curve with a large enough effect in the signal ratio, with a control signal flat, not every such curve was filed as active; inconclusive = small, poorly fitted or top-dose-only effect, or effect the other way, or a change in a side signal; inactive = no such curve, though single readings can be large or run the other way; the % refers to the signal ratio; note: potency is the fitted concentration of half-maximal effect; % is set by controls: 0 for no effect and ±100 for the full control effect
Target sequence (Q9NR56 whole entry, looked up): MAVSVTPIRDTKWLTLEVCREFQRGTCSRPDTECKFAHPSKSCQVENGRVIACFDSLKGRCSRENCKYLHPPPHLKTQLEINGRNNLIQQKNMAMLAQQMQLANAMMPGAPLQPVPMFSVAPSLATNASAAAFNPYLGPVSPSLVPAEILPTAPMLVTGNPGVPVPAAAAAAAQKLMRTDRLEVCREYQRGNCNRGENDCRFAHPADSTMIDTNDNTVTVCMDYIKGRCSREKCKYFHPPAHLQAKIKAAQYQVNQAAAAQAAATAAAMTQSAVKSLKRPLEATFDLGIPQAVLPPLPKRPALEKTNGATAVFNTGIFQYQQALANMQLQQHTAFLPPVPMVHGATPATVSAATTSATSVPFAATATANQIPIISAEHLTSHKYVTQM
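Inhibition of protein-RNA binding appears as loss of TR-FRET between terbium anti-His antibody on MBNL1-His and streptavidin-XL665 on biotin-(CUG)12. Activity is normalized to buffer-only and uninhibited-complex controls.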
FLuc modulator – firefly luciferase modulation, counter-screen for miR-21 project | purified FLuc, Km substrates, luminescence inhibition | P08659 | 360,000 tested, 6.9% active | AID 588342 | Potency, µM (titrated, usually from 57.5 µM), without a hit: at the highest dose activity change, negative = inhibition, hits mostly inhibitors;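 note: potency is the fitted concentration of half-maximal effect; plate controls were vehicle for no effect and reference inhibitor for full effect; nearly all actives have a fitted effect of over 55% in size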
Target sequence (P08659 whole entry, looked up): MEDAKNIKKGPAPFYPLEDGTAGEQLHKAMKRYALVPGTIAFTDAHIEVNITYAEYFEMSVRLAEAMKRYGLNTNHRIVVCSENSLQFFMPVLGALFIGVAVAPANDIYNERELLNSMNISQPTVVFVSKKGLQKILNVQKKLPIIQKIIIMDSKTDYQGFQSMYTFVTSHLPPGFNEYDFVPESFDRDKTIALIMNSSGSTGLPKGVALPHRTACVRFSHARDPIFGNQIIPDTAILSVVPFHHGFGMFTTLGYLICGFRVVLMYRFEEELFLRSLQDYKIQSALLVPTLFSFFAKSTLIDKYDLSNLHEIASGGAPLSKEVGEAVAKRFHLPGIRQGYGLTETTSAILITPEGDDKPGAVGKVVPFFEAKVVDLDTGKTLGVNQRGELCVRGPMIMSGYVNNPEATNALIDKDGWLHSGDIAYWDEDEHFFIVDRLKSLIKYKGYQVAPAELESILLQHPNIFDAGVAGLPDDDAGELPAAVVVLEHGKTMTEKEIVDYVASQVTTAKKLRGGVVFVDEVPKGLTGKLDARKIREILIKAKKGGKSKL
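Purified P. pyralis luciferase (10nM final) with 10uM D-luciferin and 10uM ATP (Km levels) in 50mM Tris acetate pH 7.5, 10mM Mg acetate, 0.01% Tween-20, 0.05% BSA; qHTS 6-point titration, ~60 µM downward; luminescence read.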
Mito fusion act – blocks mitochondrial division or promotes mitochondrial fusion. AID 485298. S. cerevisiae fusion-defective mutant growth rescue, CellTiterGlo 48 h. Potency, µM (highest dose often 46.1 µM), without a hit: at the highest dose growth rescue (activation), most hits filed as activators. 320,000 tested, 0.23% active;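 note: potency is the fitted concentration of half-maximal effect; % of control where 0% means no effect; nearly all actives have a fitted effect of over 45% in size; temperature-sensitive fusion mutants such as fzo1-1 at 37 °C on non-fermentable ethanol glycerol medium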
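Luminescent cell viability in 1536-well qHTS format served as the measure of rescued growth in ts fusion-mutant S. cerevisiae cultured on non-fermentable YPEG for 48 hours at 37C.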
PKM2 act – increases activity of human pyruvate kinase M2; P14618; purified PKM2, Kinase-Glo ATP luminescence, activation; response scale: 0% is enzyme alone, no compound; Potency, µM (highest dose often 57.5 µM), without a hit: top-dose activation, most hits filed as activators; 260,000 tested, 0.34% active; note: potency is the fitted concentration of half-maximal effect; % is set by controls: 0 for no effect and ±100 for the full control effect; nearly all actives have a fitted effect of over 55% in size
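ATP formation by purified human PK-M2, quantified via coupled luciferase luminescence after 1 h at room temperature with 0.1 mM ADP and 0.5 mM PEP final.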
NPC1 promoter act – activates the NPC1 promoter. Potency, µM (series often up to 9.22 µM), for the others: at the highest dose activation, most hits filed as activators. Huh7 NPC1 promoter luciferase reporter, 24 h. AID 485313. 320,000 tested, 2.4% active;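 note: potency is the fitted concentration of half-maximal effect; % of control where 0% means no effect; nearly all actives have a fitted effect of over 60% in size; reporter is driven by a mutant NPC1 promoter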
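Cells: Huh7 expressing luciferase under the NPC1 promoter, 1500/well. Seeded 2 h, compound added, incubated 24 h at 37 °C. Luciferase reagent, 10 min ambient, then luminescence.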
* hit, by the source's call; ? = inconclusive; . = not tested or not shown; & = joins results of further samples; [ ] = another dose, or the depositor's remark. Unless noted, calls come from the whole dose curve; as a rule, active = well fitted curve in the direction sought with a large enough effect; inconclusive = small, poorly fitted or top-dose-only effect, or another doubt; inactive = no such curve, though single readings can be large; an effect the other way counts as inactive or inconclusive.

SMILES	Menin-MLL TR inh	Rab9 prom act	Gal4-VP16 FLuc	ELG1 DNA repair	KCNH2 3.1 inh	RORg inh	MBNL1 CUG block	FLuc modulator	Mito fusion act	PKM2 act	NPC1 promoter act
Cc1c2c(nc3ccccc13)OCC2	1%&1%	-3%	3%&-9%	17%	-3	31%&-20%	-18%	-5%	8%	-6%&7%	2%
O=C(CCCN1CCN(c2ccccn2)CC1)c1ccc(F)cc1	-13%	-5%	2%	-2%	-43	29%	.	-1%	29%	.	-3%
N#CC(c1cccc(Cl)c1)c1ncc(C(F)(F)F)cc1Cl (stereo not given)	-5%	-8%	5%	6%	-4	6%	0%	-11%	2%	28%	-1%
CCOc1ccc(N2CC(C(=O)NC3CCSC3=O)CC2=O)cc1 (stereo not given)	3%	-3%	3%	-9%	22	-1%	2%	-1%	0%	2%	-6%
CC(C)CNC(=O)C(=O)Nc1ccc(N(C)C)cc1	-3%	3.2µM*	-9%	?	-12	-2%	-2%	11µM*	-2%	-3%	4µM*
CCOC(=O)[C@H]1[C@H]2COc3ccccc3[C@@H]2N2C(=O)c3ccccc3NC(=O)[C@@]12C	.	-2%	.	8%	-4	.	.	3%	6%	.	-4%
CN(Cc1cccs1)C(=O)COc1ccc(-c2nnco2)cc1	3%	-3%	0%	8%	18	-18%[10 µM]	-3%	-9%	4%	3%	-2%
O=C(CNS(=O)(=O)c1ccc2ccccc2c1)NCCc1ccccn1	3%	-2%	4%	-23%	-2	13%	4%	5%	2%	-48%	-5%
c1ccc(CNc2ncnc3nc[nH]c23)cc1	5%	2%	1%	-14%	1	-1%	-10%	-2%	-3%	-2%	1%
OCCC1CN(Cc2cccn2-c2ncccn2)CCN1Cc1ccc(F)cc1 (stereo not given)	.	-2%	-2%	-5%	-35	4%	-5%	2%	-3%	2%	2%
O=C(O)c1ccc2c(=O)n(-c3ccc(F)c(Cl)c3)c(=S)[nH]c2c1	.	-7%	6%	14%	-20	-41%	.	0%	-1%	-10%	0%
COCCNc1nnnc2c1sc1nc(N3CCOCC3)c3c(c12)CC(C)(C)OC3	37%[activator]	1%	-15%	4.1µM*	-7	10%	-9%	-4%	11%	6%	-3%
Cc1cc(/C=N/NC(=O)c2cccs2)c(C)n1-c1ccccc1	11%	0.79µM*	?	?	3	?	22%	0.085µM*	0%	8%	0.63µM*
CC1(C)Oc2ccc3ccc(=O)oc3c2/C(=C/O)C1=O	-4%	0%	-7%	-10%	5	-29%	2%	2%	3%	1%	-1%
CN(C(=O)COC(=O)c1ccc(=O)n(Cc2ccccc2)n1)C1CCCCC1	.	1%	.	16%	-3	.	.	-1%	-1%	.	2%
COc1ccc([C@@]2(C(C)C)ON(c3ccccc3C(F)(F)F)C2=O)cc1	.	-2%	.	?	14	.	.	5%	-23%	.	-11%
COc1ccccc1C(=O)Nc1ccnn1C1CCN(C2CCSCC2)CC1	-11%	4%	6%	-3%	.	-31%	-4%	-2%	4%	-1%	-1%
CC(=O)Nc1ccc(S(=O)(=O)NCC(=O)OCC(=O)NC23CC4CC(CC(C4)C2)C3)cc1	7%	-2%	-8%	11%	11	1%[10 µM]	.	-2%	-1%	-5%	-1%
CCCc1ccc(-c2c(C)sc(N)c2C#N)cc1	?	-2%	-27%	?	2	?	20%	-18%	22%	5%	3%
Cc1cc(C#N)c(C)n1-c1cc(S(=O)(=O)N2CCOCC2)ccc1N1CCCC1	0%	.	18%	.	-11	1%	-3%	?	0%	-9%	.

Taken from the entries so far (4 entries):
SMILES	Menin-MLL TR inh	Rab9 prom act	Gal4-VP16 FLuc	ELG1 DNA repair	KCNH2 3.1 inh	RORg inh	MBNL1 CUG block	FLuc modulator	Mito fusion act	PKM2 act	NPC1 promoter act
Cc1c2c(nc3ccccc13)OCC2	1%&1%	-3%	3%&-9%	17%	-3	31%&-20%	-18%	-5%	8%	-6%&7%	2%
O=C(CCCN1CCN(c2ccccn2)CC1)c1ccc(F)cc1	-13%	-5%	2%	-2%	-43	29%	.	-1%	29%	.	-3%
N#CC(c1cccc(Cl)c1)c1ncc(C(F)(F)F)cc1Cl (stereo not given)	-5%	-8%	5%	6%	-4	6%	0%	-11%	2%	28%	-1%
CCOc1ccc(N2CC(C(=O)NC3CCSC3=O)CC2=O)cc1 (stereo not given)	3%	-3%	3%	-9%	22	-1%	2%	-1%	0%	2%	-6%

Additional results
SMILES	Menin-MLL TR inh	Rab9 prom act	Gal4-VP16 FLuc	ELG1 DNA repair	KCNH2 3.1 inh	RORg inh	MBNL1 CUG block	FLuc modulator	Mito fusion act	PKM2 act	NPC1 promoter act
CCc1cc(C(=O)c2ccc(Br)cc2)c(NC(=O)CN(CC)CC)s1	-14%	-3%	11µM*	-26%	-18	6.3µM*	0%	1%	-5%	-14%[11.5 µM]	-9%
O=C(NCCCN1CCOCC1)c1ccc(Sc2cccc(Cl)c2)c([N+](=O)[O-])c1	-5%	?	-8%	10%	12	-7%	.	2%	1%	1%	-3%
COC(=O)NCCOc1nc(N(C)C)nc(N(C)C)n1	-12%	2%	-5%	?	11	6%	3%	-2%	2%	-13%	0%
COc1cccc(-c2cc(C(=O)N3CCCc4ccccc43)no2)c1	4%	2%	23%	?	-15	-21%	-4%	12µM*	18%	2%	28%
CCOC(=O)c1nnn(CC(=O)NC(=O)Nc2ccc(F)cc2)c1C(=O)OCC	-9%	2%	-4%	-2%	-6	27%	-8%	-5%&-3%	-2%	-3%	0%
Cc1ccc(C)c(N2CCN(C(=O)c3ccc4c(=O)n5c(nc4c3)CCCCC5)CC2)c1	-1%	-2%	-2%	?	-2	?	-7%	0%	-6%	0%	-10%
CN(C)CCNC(=O)/C(=C/c1ccc(-c2ccc(Cl)cc2Cl)o1)NC(=O)c1ccccc1	-5%	0%	?	6%	?	?	.	-7%	-11%	-15%	3%
O=C(Nc1ccccc1F)Nc1cc(S(=O)(=O)N2CCOCC2)ccc1N1CCCC1	-2%	3%	14%	26%	7	21%	2%	3%	3%	-1%	-4%
Cc1ccc(C(C)C)cc1OCC(=O)Nc1ccc(-n2cnnn2)cc1	.	-2%	.	4%	-19	.	.	1%	8%	.	0%
Cc1cc(NC(=O)c2ccc(C)c(C)c2)no1	-15%	2.8µM*	1%	?	3	-36%	1%	24µM*	-6%	-5%	3.5µM*
Cc1occc1C(=O)Nc1cccc(C(=O)O)c1	10%	2.8µM*	?	?	8	26%	-4%	9.5µM*	0%	1%	2.2µM*
COc1cccc(NC(=O)CN(C)C(C)C(=O)N2CCCC2)c1 (stereo not given)	.	2%	.	16%	5	.	.	1%	-4%	.	-3%
CCOC(=O)c1c(NC(=O)CSc2nnc(CNC(=O)c3ccco3)n2C)sc2c1CCC2	-9%	5%	-3%	5%	-4	5%	-7%	3%	-2%	2%	-2%
Cc1ccc(-c2csc(N3CCC(C(N)=O)(N4CCCCC4)CC3)n2)cc1	7%	3%	-1%	-14%	5	-2%	.	3%	-1%	13%	-1%
COc1ccccc1CNC(=O)C1CC(c2cccc([N+](=O)[O-])c2)=NO1 (stereo not given)	-11%	0%	14%	-12%	-4	?	?	-1%	0%	0%	-11%
CCO[C@H]1OC(C(=O)N2CCN(Cc3ccc4c(c3)OCO4)CC2)=C[C@@H](C)[C@@H]1CCCO	-26%	2%	-12%	1%	9	1%	6%	2%	3%	0%	-6%
Cc1ccc(N(C(=O)c2snc(C(N)=O)c2N)C(C(=O)NCC2CCCO2)c2c[nH]c3ccccc23)cc1 (stereo not given)	-21%	1%	5%	?	1	20%	-2%	2%	?	.	3%
Cc1ccc(SCC(=O)NC2CCCCCC2)cc1	.	?	19%	?	2	11%	4%	?	1%	3%	?
Cn1c(SCCCC(=O)c2ccc(F)cc2)nnc1-c1ccncc1	-29%	12%	-6%	-15%	-12	30%	-10%	-1%	3%	-12%	0%
Cc1c(C(=O)N2CCN(C(c3ccccc3)c3ccccc3)CC2)oc2ccccc12	.	-2%	.	17%	16	.	.	1%	28%	.	-3%
CN(c1ncc(C(F)(F)F)cc1Cl)N1C(=O)C2ONC3(C(=O)CC(C)(C)CC3=O)C2C1=O (stereo not given)	-30%	4%	7%	-2%	-5	-1%	6%	-18%	-7%	-1%	-1%

A portion of the library; count on the stated rates, not on these rows.
